HCMV antiviral: inhibitors of human cytomegalovirus | activity change, negative = inhibition, % at 57.5 µM | HFF cells, HCMV-luciferase reporter, 72 h; active compounds read low | 410,000 tested, 4.5% active | AID 1259415; in the data active = activity change below about -60%; inconclusive = no clear call, values can overlap the other calls; inactive = above about -39%
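Human foreskin fibroblasts infected with luciferase-reporter HCMV at MOI 1 PFU/cell, compounds at two doses. Luciferase measured 72 h post infection; normalized to buffer-only basal and Salinomycin (10uM) controls.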
HCV inhibitor: blocks hepatitis C virus. Huh7.5.1 HCVcc-Cre infection, luciferase reporter, 44 h. Potency, µM (titrated, usually from 41.8 µM), for the others: at the top dose activity change, negative = inhibition, usual class: inhibitors. 340,000 tested, 3.4% active; also: potency is read from the fitted curve at half-maximal effect
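Cells seeded at 1,000/well and cultured 4 h, then compounds added followed by HCVcc-Cre virus (~0.5 moi). After 44 h further culture, luciferase substrate was added, plates held 15 min at room temperature, and luminescence read for 15 sec.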
LmPK inh: LmPK (Leishmania mexicana) enzyme inhibition; Q27686; purified LmPK, Kinase-Glo ATP luminescence, 1 h; Potency, µM (highest dose often 57.5 µM), inactives show at the highest dose activity change, negative = inhibition, hits mostly inhibitors; 290,000 tested, 0.37% active; also: potency is read from the fitted curve at half-maximal effect
Target sequence (Q27686 whole entry, looked up): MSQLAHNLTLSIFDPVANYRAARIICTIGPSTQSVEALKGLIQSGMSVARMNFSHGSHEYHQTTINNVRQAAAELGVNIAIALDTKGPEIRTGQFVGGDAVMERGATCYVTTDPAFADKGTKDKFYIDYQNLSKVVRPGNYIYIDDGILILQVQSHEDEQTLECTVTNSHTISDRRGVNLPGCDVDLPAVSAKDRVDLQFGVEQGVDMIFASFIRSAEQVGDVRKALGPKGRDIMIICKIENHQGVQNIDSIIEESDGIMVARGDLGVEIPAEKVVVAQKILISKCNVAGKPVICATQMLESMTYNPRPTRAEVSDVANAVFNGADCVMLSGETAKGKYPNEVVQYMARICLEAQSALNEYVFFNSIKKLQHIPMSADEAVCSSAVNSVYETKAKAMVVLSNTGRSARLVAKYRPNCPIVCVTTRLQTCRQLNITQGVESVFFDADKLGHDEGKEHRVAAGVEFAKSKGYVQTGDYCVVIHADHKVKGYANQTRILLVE
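Pyruvate kinase activity monitored as ATP production (luciferase luminescence). Conditions: 0.1 nM enzyme, 0.5 mM PEP, 0.1 mM ADP, 1 h, RT; normalized against uninhibited and no-enzyme wells.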
AmpC inh no detg: AmpC beta-lactamase inhibition without detergent; AID 485341; Potency, µM (top dose mostly 57.1 µM), for inactives: at the top dose activity change, negative = inhibition, usual class: inhibitors; 330,000 tested, 0.52% active; P00811; AmpC nitrocefin hydrolysis, absorbance 480 nm, 0.0001% Triton;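 also: potency is read from the fitted curve at half-maximal effect; plate controls were no compound for no effect and no enzyme for full effect; nearly all actives have a fitted effect of over 20% in size; some results filed as inactive show a strong effect at the top dose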
Target sequence (P00811 whole entry, looked up): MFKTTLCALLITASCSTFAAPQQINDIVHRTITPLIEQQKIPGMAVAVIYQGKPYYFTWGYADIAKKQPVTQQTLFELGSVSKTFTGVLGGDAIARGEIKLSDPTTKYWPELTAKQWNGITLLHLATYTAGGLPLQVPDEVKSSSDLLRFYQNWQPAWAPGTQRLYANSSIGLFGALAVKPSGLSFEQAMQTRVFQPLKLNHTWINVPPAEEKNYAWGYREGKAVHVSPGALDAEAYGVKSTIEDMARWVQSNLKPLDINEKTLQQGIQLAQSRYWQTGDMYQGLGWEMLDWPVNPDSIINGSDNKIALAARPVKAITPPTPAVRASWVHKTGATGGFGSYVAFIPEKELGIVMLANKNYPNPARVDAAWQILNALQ
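20 mM phosphate pH 7.0 + 0.01% (detergent screen) or 0.0001% Triton X-100; 5.3 nM AmpC reagent; cpd preinc 15 min RT; nitrocefin (800 uM stock) to start; A480 q20 s × 4 min; Activity was normalised to no-enzyme and no-compound control wells.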
Tb PYK inh: inhibitors of Trypanosoma brucei pyruvate kinase; Potency, µM (doses to about 76.8 µM), inactives show at the top dose activity, negative = inhibition, usual class: inhibitors; TbPYK enzyme, Kinase-Glo Plus ATP luminescence, 45 min; Q57TT1; 410,000 tested, 0.12% active; also: potency is read from the fitted curve at half-maximal effect; nearly all actives have a fitted effect of over 50% in size
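Glycolytic pyruvate kinase of T. brucei was incubated with substrate, test compound and 130 uM ADP for 45 minutes at room temperature. Luminescent Kinase-Glo Plus signal was measured after 10 minutes.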
AMA1 RON2 block: disrupts binding of P. falciparum AMA1 to RON2; 360,000 tested, 0.2% active; AlphaScreen AMA1-biotinylated RON2 peptide binding; Potency, µM (top dose mostly 58.2 µM), for the others: at the highest dose activity change, negative = inhibition, actives largely listed as inhibitors; AID 720542;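 also: potency is read from the fitted curve at half-maximal effect; 0% = vehicle wells and -100% = peptide control; nearly all actives have a fitted effect of over 45% in size; some results filed as inactive show a strong effect at the top dose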
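AMA1 (3D7) with his tag at 25 nM final met compounds first, then biotinylated RON2 peptide at 25 nM; detection used donor plus acceptor beads, 10 µg/mL apiece, read by AlphaScreen after 30 min at room temperature.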
AmpC detergent: inhibitors of E. coli AmpC beta-lactamase with detergent. 370,000 tested, 0.041% active. Potency, µM (highest dose often 114 µM), without a hit: top-dose activity change, negative = inhibition, hits mostly inhibitors. AmpC hydrolysis of nitrocefin, absorbance 480 nm, 0.01% Triton. P00811;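 also: potency is read from the fitted curve at half-maximal effect; 0% = no-compound wells and -100% = no-enzyme wells; nearly all actives have a fitted effect of over 25% in size; some results filed as inactive show a strong effect at the top dose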
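AmpC (5.3 nM in the dispensed reagent) in 20 mM phosphate pH 7.0 with 0.01% (detergent screen) or 0.0001% Triton X-100 was preincubated with compounds for 15 min at room temperature. Nitrocefin was then added from an 800 uM solution, and hydrolysis was followed at 480 nm.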
* = called active by the depositor; ? = inconclusive; · = not tested or not shown; [ ] = another dose, or the depositor's remark. Unless noted, calls follow the shape of the dose curve; as a rule, active = well fitted curve in the direction sought with a large enough effect; inconclusive = small, poorly fitted or top-dose-only effect, or another doubt; inactive = no such curve, though single readings can be large; an effect the other way counts as inactive or inconclusive. Unless noted, % is scaled to controls: 0 for no effect and ±100 for the full control effect.

The opening six entries, ahead of the listing:
SMILES	HCMV antiviral	HCV inhibitor	LmPK inh	AmpC inh no detg	Tb PYK inh	AMA1 RON2 block	AmpC detergent
O=C(Nc1cccc2ccccc12)N1CCN(c2ncccn2)CC1	-20.1	1.9%	-3.8%	-4.3%[2.29 µM]	0.6%	3.3%	-4.9%
Cc1cc(OCC(=O)Nc2nccs2)c2c(C)c(C)c(=O)oc2c1	66.9	·	·	·	-2.6%	-4.9%	·
O=c1cc(C(Cl)(Cl)Cl)oc2c1ccc1ccccc12	-104.9*	?	0.2%	-23.1%	-0.7%	-13.3%	?
CCOC(=O)c1cc(C#N)c(N2CCOCC2)nc1-c1ccccc1	-35.2	-6.0%	4.1%	27.8%	2.3%	34.8%[activator]	-6.9%
CC(=O)Nc1ccc(NC(=O)COc2ccc3c(c2)CCC3)cc1	38.9	0.8%	-2.7%	-13.9%	-4.0%	-1.2%	4.2%
COc1ccc(CCNC(=O)C(C)c2ccc([N+](=O)[O-])cc2)cc1 (stereo not drawn)	?	-8.4%	0.7%	-0.5%	-6.3%	29.6%	?

Main list, repeating the preview:
SMILES	HCMV antiviral	HCV inhibitor	LmPK inh	AmpC inh no detg	Tb PYK inh	AMA1 RON2 block	AmpC detergent
O=C(Nc1cccc2ccccc12)N1CCN(c2ncccn2)CC1	-20.1	1.9%	-3.8%	-4.3%[2.29 µM]	0.6%	3.3%	-4.9%
Cc1cc(OCC(=O)Nc2nccs2)c2c(C)c(C)c(=O)oc2c1	66.9	·	·	·	-2.6%	-4.9%	·
O=c1cc(C(Cl)(Cl)Cl)oc2c1ccc1ccccc12	-104.9*	?	0.2%	-23.1%	-0.7%	-13.3%	?
CCOC(=O)c1cc(C#N)c(N2CCOCC2)nc1-c1ccccc1	-35.2	-6.0%	4.1%	27.8%	2.3%	34.8%[activator]	-6.9%
CC(=O)Nc1ccc(NC(=O)COc2ccc3c(c2)CCC3)cc1	38.9	0.8%	-2.7%	-13.9%	-4.0%	-1.2%	4.2%
COc1ccc(CCNC(=O)C(C)c2ccc([N+](=O)[O-])cc2)cc1 (stereo not drawn)	?	-8.4%	0.7%	-0.5%	-6.3%	29.6%	?
CCOC(=O)c1cnc2ccc(OC)cc2c1NCc1ccccc1	-16.2	?	5.2%	15.4%	7.9%	39.8%[activator]	?
CC(C)[C@H](NC(=O)c1ccc(F)cc1)C(=O)OCC(=O)NC(=O)c1cccn1C	23.5	5.7%	-2.5%	-39.3%	-0.9%	28.8%	-11.1%
CC1CCCC(C)N1CCCNC(=O)c1ccc2nc(N3CCOCC3)sc2c1 (stereo not drawn)	37.9	-12.4%	-1.7%	-14.9%	-3.7%	9.2%	-1.5%
Cc1ccccc1NC(=O)Cn1cc(C(=O)c2cccs2)c2ccccc21	-22.9	·	·	·	-0.7%	·	3.7%
COc1cccc(CN2CCc3nc(N4CCN(C)CC4)ncc3C2)c1	4.0	·	·	·	2.2%	·	1.3%
CNC(=O)OCc1ncn(-c2ccccc2)c1COC(=O)NC	41.2	·	·	·	1.0%	-6.3%	·
Cc1cc2c(n1-c1ccc(C(N)=O)cc1)CC(C)(C)CC2=O	3.0	11.4%	-1.6%	-26.5%	-18.3%	4.4%	2.4%
COC(=O)c1ccc(C23CC4(C2)[C@H](CN(Cc2ccc(-c5ccccc5)cc2)[C@@H]4c2ccccc2)C3c2ccc(Cl)nc2)cc1 (stereo partly drawn)	6.3	14.0%	1.3%	-9.6%	5.0%	-0.9%	-1.2%
CCOC(=O)C1(Cc2cccc(Cl)c2)CCCN(C(=O)c2cn[nH]c2)C1 (stereo not drawn)	-27.1	·	3.1%	48.8%	-10.9%	17.7%	0.8%
C[C@H](CO)N1C[C@H](C)[C@@H](CN(C)C(=O)NC2CCCCC2)Oc2c(NS(=O)(=O)c3ccccc3)cccc2C1=O	-18.1	18.4%	·	317.6%[activator]	-0.2%	0.0%	·
COc1cc(C(=O)N2Cc3ccc(Br)cc3-n3nncc3C2)cc(OC)c1OC	12.4	·	·	·	-3.6%	15.6%	·
Cc1cc(C(=O)CN2C(=O)NC3(CCCc4sccc43)C2=O)c(C)n1-c1ccc(Cl)cc1 (stereo not drawn)	-62.2*	-25.8%	1.6%	-28.4%	-1.3%	-12.6%	-11.5%
C=CCOc1cccc(/C=N/NC(=O)CN2CCCCC2)c1	-38.9	3.2%	1.7%	1.1%	-0.1%	1.0%	-0.2%
CCOc1ccccc1NC(=O)Cn1c(=O)n(Cc2ccccc2)c(=O)c2c(C)c(C(=O)N(C)C)sc21	-19.6	·	·	·	-0.6%	·	1.5%
COC(=O)/C=C1\SC(=Nc2ccccc2)NC1=O	-4.4	15.4%	-2.3%	-10.3%	-1.8%	-0.3%	3.0%
O=C(CN1CCN(c2ccccn2)CC1)Nc1cccc(S(=O)(=O)N2CCCC2)c1	-25.2	?	0.4%	2.8%	4.3%	0.0%	3.6%
COc1ccc(C2C(C(C)=O)=C(O)C(=O)N2c2ccc(Br)cc2)cc1 (stereo not drawn)	8.5	12.0%	2.0%	-24.1%	-4.4%	-10.2%	3.0%
Cc1ccccc1OCC(=O)N/N=C/c1cccn1C	?	15.6%	1.5%	-20.0%	1.5%	-7.8%	-7.6%
O=C(NCc1ccc2c(c1)OCO2)c1cc2ccccc2oc1=O	-1.7	-23.2%	4.8%	-5.1%	2.0%	6.0%	?
SMILES	HCMV antiviral	HCV inhibitor	LmPK inh	AmpC inh no detg	Tb PYK inh	AMA1 RON2 block	AmpC detergent
O=C(NCCS(=O)(=O)N1CCN(c2ccccc2F)CC1)c1ccc2c(c1)OCO2	-37.5	2.3%	·	-31.1%	0.3%	-3.9%	?
COc1ccccc1-c1cc(C(F)(F)F)nc(S(=O)(=O)CCCC(=O)Nc2cccnc2Cl)n1	-90.1*	?	-5.4%	46.1%	-6.8%	-1.7%	3.0%
CN(c1ccc(F)cc1)S(=O)(=O)c1ccc(Cl)c(C(=O)NC2(C)CCS(=O)(=O)C2)c1 (stereo not drawn)	-11.1	-18.5%	·	-16.2%	0.0%	-1.6%	-1.8%
Cc1nn(C)c2ncc(C(=O)c3cc(F)ccc3O)cc12	-7.0	-16.0%	9.9%	-0.8%	1.9%	3.5%	-7.2%
CN1CCN(c2ccc(NC(=O)CSc3nnnn3-c3ccccc3F)cc2)CC1	-15.2	-4.7%	0.5%	-8.3%	-1.8%	-1.6%	-5.8%
COc1ccc(NC(=O)CSc2nnc3ccc(-c4ccncc4)nn23)cc1OC	15.7	0.5%	10.3%	-22.1%	0.3%	-14.2%	?
COCCn1nnnc1SCC(=O)N1CCCCC1	-5.9	-9.2%	-2.1%	-11.5%	-1.2%	?	?
Clc1ccc(CNC2CCCC2)c(Cl)c1	?	1.8%	0.6%	-33.1%	5.8%	-2.4%	-5.3%
Cc1ccccc1CNC(=O)c1ccc(Cl)c([N+](=O)[O-])c1	-10.9	0.6%	-0.5%	-28.7%	1.6%	9.7%	9.1%
Cc1cc(NC(=O)CCl)nn1C	?	?	-6.4%	-15.6%	7.0%	-1.2%	-5.3%
CC(=O)N/C(=C\c1ccc(Br)s1)C(=O)O	·	21.0%	3.1%	-8.2%	-4.3%	-17.1%	-1.7%
Nc1c(N(Cc2ccco2)C(=O)COc2ccccc2Cl)c(=O)[nH]c(=O)n1Cc1ccccc1	0.0	-21.1%	·	-17.4%	-11.9%	-6.6%	0.7%
Cc1nc(Cl)sc1C(=O)Nc1cccc(C(F)(F)F)c1	-3.4	0.4%	·	·	-2.9%	-1.2%	·
O=C(Nc1cccc(Cl)c1)OCc1cn(-c2ccc(Cl)cc2)nn1	-8.0	12.9%	10.8%	-12.8%	0.4%	-5.2%	-1.2%
CCC(=O)Nc1nnc(S(=O)(=O)N2CCCC2)s1	20.1	18.8%	-2.9%	-16.4%	-3.5%	5.6%	?
CCCCSc1cc(=O)n(-c2ccccc2)nc1C(=O)OCC	-23.0	-7.1%	1.5%	-6.5%	6.5%	-5.4%	-15.2%
Cc1ccnc(N2C3CCC2CC(O)(c2ccccc2)C3)n1 (stereo not drawn)	-34.7	17.9%	-1.3%	-4.5%	-5.3%	4.5%	6.1%
O=C1CN(C(=O)COC(=O)c2ccc(N3CCCCCC3)c([N+](=O)[O-])c2)c2ccccc2N1	-7.9	?	3.1%	-0.6%	-1.8%	-14.9%	-6.9%
CCCC(=O)NC(=S)Nc1ccc(CN2CCOCC2)cc1	42.6	10.2%	2.1%	-17.7%	-2.7%	-3.0%	-11.2%
C/C(=N\N=C1\NC(=O)C(CC(=O)Nc2ccc(Cl)cc2)S1)c1ccco1 (stereo not drawn)	1.5	-7.6%	0.4%	-59.1%	-4.3%	35.3%[activator]	-13.8%
O=[N+]([O-])c1ccc(N2CCN(c3ccc([N+](=O)[O-])cc3CO)CC2)c(CO)c1	-66.1*	3.16µM*	3.3%	-34.2%	-1.7%	0.7%	?
CN(C)CCCNC(=O)C[C@H]1C[C@H](C(=O)N2CCOCC2)[C@@]2(C)c3[nH]c4cc(CCC(=O)N(C)C)ccc4c3CCN2C1=O	-15.2	?	·	11.6%	7.8%	10.5%	·
Cc1cc(/C=N/Nc2ccc([N+](=O)[O-])cn2)c(C)n1-c1ccc(C(=O)O)cc1	-4.5	8.1%	3.4%	-32.6%	-16.4%	10.9%	-5.2%
COC(=O)c1cccc(C23CC4(C2)[C@H](CN(C)[C@@H]4c2ccccc2)C3c2ccc(C(F)(F)F)cc2)c1 (stereo partly drawn)	38.5	19.5%	0.6%	8.7%	-9.8%	-18.6%	-7.6%
Cc1ccc(C(=O)CSc2nnc(-c3ccccc3)n2-c2ccccc2)o1	·	?	-1.2%	-14.2%	-16.1%	2.9%	0.8%
Cc1ccccc1N=C1SCCN1C(=O)CN1C(=O)NC2(CCCC2)C1=O	-18.6	-6.3%	·	76.8%[activator]	-8.1%	-1.6%	?
CC1CCN(S(=O)(=O)c2cccc(S(=O)(=O)N3CCCC3)c2)CC1	?	-10.1%	-5.7%	2.2%	-3.6%	0.3%	-1.3%
Cc1ccccc1Cn1c(C)c(C(=O)NCC(C)C)sc1=O	-14.3	·	·	·	0.3%	-1.4%	·
COc1ccc(CCNS(=O)(=O)CCNC(=O)c2ccccc2)cc1	9.2	-0.4%	·	?	1.6%	17.2%	0.3%

Single entries from the entries so far.
Cc1cc(/C=N/Nc2ccc([N+](=O)[O-])cn2)c(C)n1-c1ccc(C(=O)O)cc1 in Tb PYK inh is entered as -16.4%
Cc1ccccc1N=C1SCCN1C(=O)CN1C(=O)NC2(CCCC2)C1=O in AMA1 RON2 block is entered as -1.6%

Screens from PubChem BioAssay.
